High-throughput results as filed in PubChem BioAssay.
Efflux pump mplx: antifungal efflux pump inhibition, Nile Red retention. S. cerevisiae Candida pump triplex. inhibition, % at 10 µM. 0.44% of 330,000 active;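 active = plate passing quality check with inhibition over a set limit, or well fluorescence over plate mean plus 4 SD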;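 also: Nile Red retained in pooled yeast measured as flow cytometry median fluorescence; 0% = buffer negative control and 100% = Enniatin B positive control; higher means more Nile Red kept so more efflux inhibition; some compounds called inactive have numbers as strong as hits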
AGP1 TOR yeast: alters AGP1-GFP fluorescence in TOR pathway yeast screen. S. cerevisiae AGP1-GFP multiplex flow cytometry, 3 h; GFP as percent of DMSO wells. 0.02% of 320,000 active. GFP response vs DMSO, % at 10 µM;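 active = GFP response relative to DMSO above a set limit, near screen average plus 3 SD, cut at about 150% in these data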;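 also: median GFP channel fluorescence of the gated AGP1 strain per well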
LAP4-GFP MLPCN: modulators of TOR pathway LAP4-GFP in S. cerevisiae; S. cerevisiae LAP4-GFP multiplex, flow cytometry GFP, 3 h; median GFP as percent of DMSO wells; GFP response vs DMSO, % at 10 µM; 0.34% of 320,000 active;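 active = GFP response vs DMSO above a set limit, about the screen mean plus 3 SD, cut at about 150% in these data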
Yeast superoxide: lowers age-related superoxide in aged yeast cells. S. cerevisiae aged cells, superoxide DHE fluorescence; hits give low values. superoxide response (% of plate mean), % at 10 µM. 0.18% of 330,000 active;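 active = superoxide response under a set limit, about three screen SD below normal, cut at about 65% in these data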;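 also: yeast aged for seven days with compound at 30 °C before DHE staining; 100% = average MFI of all compound-treated wells on the plate with controls excluded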
RPL19A-GFP yeast: modulators of TOR pathway RPL19A-GFP in S. cerevisiae. percent response vs DMSO, % at 10 µM. AID 2025. 0.3% of 330,000 active. S. cerevisiae RPL19A-GFP strain, flow cytometry, 3 h; hits give low values;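 active = percent response vs DMSO below 50%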;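 also: median channel GFP fluorescence of the barcoded RPL19A-GFP strain; ratio of sample median GFP to plate DMSO average so 100% = DMSO; lower means less RPL19A-GFP as with rapamycin TOR inhibition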
CIT2 TOR yeast: modulators of TOR pathway CIT2-GFP in S. cerevisiae | S. cerevisiae CIT2-GFP strain, flow cytometry, 3 h; 100 means same as DMSO wells | GFP response vs DMSO, % at 10 µM | 0.065% of 320,000 active | AID 2029;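 active = GFP response relative to DMSO above a set limit, near the screen mean plus 3 SD, cut at about 150% in these data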;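 also: ratio of well median GFP fluorescence to mean of DMSO wells on the plate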
AHR act: activators of human aryl hydrocarbon receptor. 2.5% of 320,000 active. AHR-responsive luciferase reporter cells, luminescence. activation, % at 5 µM; in the data active = activation above about 47%;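 also: 0% = vehicle wells and 100% = reference agonist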
Target sequence (P35869 whole entry, looked up): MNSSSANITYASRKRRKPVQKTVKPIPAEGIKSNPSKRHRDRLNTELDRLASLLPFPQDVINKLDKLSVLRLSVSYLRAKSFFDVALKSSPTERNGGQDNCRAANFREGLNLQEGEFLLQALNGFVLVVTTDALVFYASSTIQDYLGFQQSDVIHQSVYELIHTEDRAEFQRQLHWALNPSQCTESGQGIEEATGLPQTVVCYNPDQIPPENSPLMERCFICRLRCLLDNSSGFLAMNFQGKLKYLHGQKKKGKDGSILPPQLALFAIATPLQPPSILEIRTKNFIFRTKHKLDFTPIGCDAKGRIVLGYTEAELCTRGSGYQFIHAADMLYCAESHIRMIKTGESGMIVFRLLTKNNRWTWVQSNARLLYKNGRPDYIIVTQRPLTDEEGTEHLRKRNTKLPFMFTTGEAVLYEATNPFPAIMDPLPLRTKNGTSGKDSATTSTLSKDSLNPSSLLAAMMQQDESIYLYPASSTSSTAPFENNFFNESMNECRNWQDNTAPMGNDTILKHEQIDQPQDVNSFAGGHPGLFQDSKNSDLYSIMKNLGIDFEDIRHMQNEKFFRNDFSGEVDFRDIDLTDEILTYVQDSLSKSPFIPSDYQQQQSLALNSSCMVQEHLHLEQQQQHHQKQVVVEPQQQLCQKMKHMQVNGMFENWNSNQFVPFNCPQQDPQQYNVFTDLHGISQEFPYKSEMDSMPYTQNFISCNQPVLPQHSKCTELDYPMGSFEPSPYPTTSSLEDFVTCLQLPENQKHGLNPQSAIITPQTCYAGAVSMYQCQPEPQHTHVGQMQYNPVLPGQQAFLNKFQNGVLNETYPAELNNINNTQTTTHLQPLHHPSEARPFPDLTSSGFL
MEP2-GFP yeast: alters MEP2-GFP fluorescence in TOR pathway yeast screen; 0.51% of 330,000 active; GFP response vs DMSO, % at 10 µM; S. cerevisiae MEP2-GFP strain, flow cytometry GFP, 3 h; 100% = DMSO control level;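 active = GFP response versus DMSO above a set limit, roughly screen mean plus 3 SD, cut at about 180% in these data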;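 also: median GFP fluorescence of the barcode-gated MEP2-GFP cells per well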
Numbers without * were called inactive; nt = no result given.

SMILES	Efflux pump mplx	AGP1 TOR yeast	LAP4-GFP MLPCN	Yeast superoxide	RPL19A-GFP yeast	CIT2 TOR yeast	AHR act	MEP2-GFP yeast
Fc1cccc(/C=N/n2c(C3CCCCC3)n[nH]c2=S)c1	0.0	100	94	90	104	109	0	102
COc1cccc(CNC(=O)COC(=O)c2cc(Br)c(Br)s2)c1	0.0	98	106	168	99	93	3	104
CCOC(=O)c1cnc2c(Cl)cc(Cl)cc2c1NCCOCCO	0.0	96	107	96	95	98	2	101
COc1ccc(OC)c(CCNC(=O)CC2(CC3=NS(=O)(=O)c4ccccc4N3)CCCC2)c1	0.4	102	98	111	99	99	16	97
COc1ccccc1C(C#N)N1N=C(C)CC1c1ccccc1 (stereo not drawn)	-0.1	98	93	101	100	102	0	95
O=C(NCC1CCCO1)c1ccc(COc2ccc(F)cc2)o1 (stereo not drawn)	-0.1	93	101	96	99	107	0	103
O=C(COC(=O)CSc1ccccc1)Nc1ccc(F)cc1F	0.1	94	94	118	93	96	-1	101
O=C(CSc1nnc(-c2ccc3c(c2)OCO3)n1-c1ccccc1)c1ccccc1	0.0	93	95	86	97	89	1	95
CC(=O)OC(C)(C)/C=C/C(=O)[C@](C)(O)C1[C@H](O)C[C@@]2(C)C3CC=C4C(C=C(O[C@@H]5O[C@H](CO)[C@@H](O)[C@H](O)[C@H]5O)C(=O)C4(C)C)[C@]3(C)C(=O)C[C@]12C (stereo partly drawn)	0.5	99	105	123	97	98	23	110
Cc1[nH]n2c(=O)c(C#N)c(-c3ccccc3)nc2c1-c1ccccc1	-0.1	101	99	100	100	106	0	105
COc1ccc(Br)cc1C(=O)Nc1cccc(C)c1	-0.1	93	101	102	99	111	50*	94
CC(=O)c1cccc(NC(=O)CN2CCN(S(=O)(=O)/C=C/c3ccccc3)CC2)c1	-0.1	102	104	82	95	102	0	98
Cc1ccccc1N=C1SCC(=O)N1Cc1ccccc1	2.6	97	96	93	98	100	1	94
O=C(c1sc2ccccc2c1Cl)N1CCN(c2ccc(F)cc2)CC1	0.0	83	81	95	89	78	6	79
COc1ccc(-n2c(C)cc(C(=O)Cn3nc(C(=O)O)c4ccccc4c3=O)c2C)cc1	-0.2	104	117	100	105	107	2	107
COc1ccc(N2CCN(Cc3cc(=O)oc4ccc(Cl)cc34)CC2)cc1	-0.1	110	106	84	102	108	-3	106
Cc1ccc(NC(=O)CN(C)C(=O)COC(=O)C2=COCCO2)cc1	-0.1	105	101	116	95	98	4	100
CC1CCN(C(c2ccc(N(C)C)cc2)c2nnnn2Cc2ccc(F)cc2)CC1 (stereo not drawn)	0.1	95	100	98	96	113	1	106
COc1ccc(Sc2nc3ccccc3n3c(C(F)(F)F)nnc23)cc1	0.0	107	102	103	106	nt	10	108
CCC(NC(=O)C1CCC1)c1ccccc1 (stereo not drawn)	0.0	92	99	108	98	94	-1	115
C=CCn1cnc2scc(-c3ccc(C)c(C)c3)c2c1=O	-0.1	104	101	111	107	99	10	96
CC(Sc1nnc(-c2ccco2)n1N)C(=O)NC1CCCCC1C (stereo not drawn)	0.0	101	101	105	103	98	1	98
COc1cc(OC)cc(C(=O)Nc2ccc(-n3cnnn3)c(C)c2)c1	-0.1	108	106	92	105	108	-11	99
C/C(=N\NC(=O)c1ccn[nH]1)c1cn(C)nc1C	0.0	103	101	72	102	109	25	106
CCOC(=O)c1c(C)[nH]c(C)c1C(=O)CSc1nc2ccccc2n1CC	0.7	101	99	92	97	89	29	94
O=C(COC(=O)c1ccc(Br)cc1)NCCC1=CCCCC1	0.1	98	107	107	98	102	-2	101
COc1ccccc1C(=O)NCCC(=O)N(Cc1ccco1)Cc1cccs1	0.1	93	114	104	102	93	5	100
Cc1nn2cnc3sc4c(c3c2nc1=O)CCCC4	0.3	88	88	103	92	92	10	96
Cc1ccc(OCC(=O)NCC2CCCO2)c(C)c1 (stereo not drawn)	0.1	98	99	102	103	100	6	96
CC(Oc1ccc(Cl)cc1)C(=O)Nc1sccc1C(N)=O (stereo not drawn)	0.0	101	104	91	97	99	8	100
COc1ccc(CCN2CC(C(=O)O)CC2=O)cc1 (stereo not drawn)	-0.3	110	97	110	111	116	2	110
COCCNC(=O)C1CCC(CNS(=O)(=O)c2cccc3nsnc23)CC1 (stereo not drawn)	-0.2	104	103	86	103	106	-2	106
CC[C@@]1(c2ccccc2OC)C(=O)N(C(=O)OC)N1C(=O)OC	-0.2	111	95	110	101	105	1	108
CCOc1cc(CNCc2ccncc2)cc(Br)c1OCc1ccc(F)cc1	0.7	97	99	81	96	96	5	102
CCOC(=O)C1CCN(C(=O)COC(=O)C2CCN(S(=O)(=O)c3ccc4c(c3)OCCO4)CC2)CC1	0.1	92	105	114	95	88	1	114
COc1ccc(-c2csc(NC(=O)C3CCCO3)n2)cc1 (stereo not drawn)	0.1	87	112	89	91	89	17	99
COc1cccc(OCC(O)CN2CCN(CCN3C(=O)c4cccc5cccc(c45)C3=O)CC2)c1 (stereo not drawn)	0.1	107	99	91	105	107	-9	104
Cc1onc(-c2ccccc2Cl)c1C(=O)N1CC(C)CC(C)C1 (stereo not drawn)	0.2	100	99	97	104	102	0	105
CCC/C(O)=C1\C(=O)CC(c2ccccc2)CC1=NCCc1c(C)[nH]c2ccccc12 (stereo not drawn)	0.0	109	101	101	101	114	-4	98
CCCn1cc2c(c1-c1ccc(C)cc1)c(=O)n(C)c(=O)n2C	0.0	117	101	107	125	129	1	110
Cc1noc(NS(=O)(=O)c2ccc(NC(=O)c3ccccc3NS(=O)(=O)c3ccc(F)cc3)cc2)c1C	0.1	98	111	100	97	94	1	96
Cc1ccc(C)c(/C=N/n2cc(-c3ccccc3)[nH]c2=S)c1	-0.3	100	116	102	107	123	62*	104
O=C(O)c1cccc(S(=O)(=O)N2CCC(Cc3ccccc3)CC2)c1	0.0	91	96	99	96	95	1	100
COc1ccc(C(C)NC(=O)C2CCCC2)cc1 (stereo not drawn)	-0.1	101	99	86	103	103	1	106
Cc1ccc(S(=O)(=O)N2CCC(C(=O)N[C@@H](C)C(=O)Nc3ccc(F)cc3)CC2)cc1	0.8*	93	118	80	100	86	9	168
COc1ccc(CN2CCCC(C(=O)c3ccc(SC)cc3)C2)cc1Cn1cccn1 (stereo not drawn)	0.0	92	102	80	94	107	0	93
C=CCn1c(SCC(=O)Nc2cc(C)nn2-c2ccccc2)nnc1C1CCCCC1	0.4	105	106	98	101	104	2	118
Brc1cccc(OCCOCCn2ccnc2)c1	0.1	97	87	95	97	nt	19	90
CCC(C)N(C(=O)Cn1c(Cl)nc2c1c(=O)n(C)c(=O)n2C)C1CCS(=O)(=O)C1 (stereo not drawn)	0.2	90	82	114	104	106	1	100
CCC1(c2ccc(OC)cc2)NC(=O)N(CC(=O)c2ccc3c(c2)OCCO3)C1=O (stereo not drawn)	0.1	106	95	104	100	100	0	103
CCOC(=O)CN(C)Cc1c[nH]c2ccccc12	-0.1	nt	104	109	95	97	31	98
COc1ccc2oc(=O)c(C(=O)NCc3ccc(F)cc3)cc2c1	-0.1	97	92	94	102	102	-4	96
Cc1cc(C)cc(NC(=O)c2cccc3c2C(=O)N(C2CCCCC2)C3)c1	0.0	98	96	103	101	101	5	109
COc1ccc(C(=O)C[n+]2cc(Br)cc3ccccc32)cc1[N+](=O)[O-]	-0.2	104	99	91	105	106	71*	104
O=C(O)c1cccc(C(=O)c2cccc3ccccc23)c1	0.0	nt	nt	99	100	nt	1	94
CC(C)NC(=S)N1CCC(Cc2ccccc2)CC1	0.2	103	122	91	96	91	-1	94
Clc1ccc(-c2n[nH]c3c2CCCC3)cc1	0.2	88	130	89	97	96	56*	104
Cn1c(Oc2ccc(F)cc2F)c(C=O)c2ccccc21	0.0	76	73	110	87	79	11	85
O/N=C(\c1ccccc1)c1nccc2ccccc12	-0.1	92	88	95	91	102	4	100
Cc1cc(NC(=O)CSc2nc3ccccc3c(=O)n2-c2ccccc2)no1	0.0	97	nt	106	96	95	2	89

Some entries already given, reduced to RPL19A-GFP yeast and MEP2-GFP yeast.
| Compound | RPL19A-GFP yeast | MEP2-GFP yeast |
| --- | --- | --- |
| Cc1ccc(NC(=O)CN(C)C(=O)COC(=O)C2=COCCO2)cc1 | 95 | 100 |
| O=C(O)c1cccc(C(=O)c2cccc3ccccc23)c1 | 100 | 94 |

Later entries.
SMILES	Efflux pump mplx	AGP1 TOR yeast	LAP4-GFP MLPCN	Yeast superoxide	RPL19A-GFP yeast	CIT2 TOR yeast	AHR act	MEP2-GFP yeast
CCOc1ccc(NC(=O)c2c(NC(=O)CN3CCCC3)sc3c2CCC3)cc1	0.0	99	91	102	101	101	22	100
O=c1ccc2cc3c(-c4ccccc4)coc3cc2o1	0.1	91	101	100	97	93	nt	100
CCC1C(c2ccccc2)N(C)C(c2ccccc2)CC1(O)c1ccccc1 (stereo not drawn)	-0.2	101	93	87	102	104	3	107
CCCN1CCN(C(=S)Nc2ccc([N+](=O)[O-])cc2)CC1	-0.1	99	94	91	97	100	20	100
CC(C(=O)NC(c1ccccc1)c1ccccc1)N1CCOCC1 (stereo not drawn)	-0.2	94	98	96	95	99	-1	103
Cc1ccc(-c2cnc(-c3ccncc3)o2)cc1	0.1	100	101	107	107	nt	-2	101
COCc1c(C(=O)N/N=C/c2ccco2)nnn1-c1nonc1N	0.0	100	102	102	100	105	7	99
CCN(CC)C(=O)Oc1ccc2c(=O)c(-c3ccc(OC)cc3)coc2c1	0.1	88	102	112	95	94	-3	96
CCC(=O)N1CCN(c2ccc(Cl)cc2NC(=O)Cc2ccccc2)CC1	0.0	107	100	115	96	103	-2	103
C#CCOCCOCCOCCNc1nc(N2CCN(C(=O)C([C@@H](C)CC)n3cc(C(N)COC(=O)C(F)(F)F)nn3)CC2)nc(N2CCN(C(=O)C([C@@H](C)CC)n3cc(C(N)CC(C)C)nn3)CC2)n1 (stereo partly drawn)	0.1	95	105	104	102	104	0	97
O=C(COc1ccc(Cl)cc1)Nc1ccc2oc(=O)ccc2c1	0.2	79	87	92	95	84	-8	100
CC(=NCc1ccco1)c1c(C)[nH]n(-c2nc3ccccc3s2)c1=O	0.0	99	101	117	98	98	-18	105
O=C(CP(=O)(c1ccccc1)c1ccccc1)N1CCOCC1	0.0	97	98	85	96	110	4	97
CCOCCCNC(=S)N(CCN(C)C)Cc1cc2cc3c(cc2[nH]c1=O)OCCO3	0.1	92	89	119	90	109	7	102
CCN(CC)C(=O)CN(c1ccc(C)cc1)S(=O)(=O)c1ccc(SC)cc1	0.0	113	112	104	92	111	0	119
O=C(Cn1nnc(-c2ccc(Cl)cc2)n1)NCCC1=CCCCC1	0.0	94	100	104	96	102	1	98
CN(C)S(=O)(=O)c1cc(C(=O)NCc2ccccc2)c(Cl)cc1Cl	0.0	99	96	82	97	97	2	102
COc1ccc(OC)c(S(=O)(=O)NCC(c2ccc3c(c2)OCO3)N2CCOCC2)c1 (stereo not drawn)	0.1	109	95	97	93	93	0	96
CCCn1nc(C(=O)Nc2nnc(C3CC3)s2)c2ccccc2c1=O	-0.1	88	94	87	91	89	30	93
Cc1ccc(OCC(=O)Nc2ccncc2)c(C)c1	-0.1	100	96	98	100	100	1	99
CCOC(=O)c1sc(NC(=O)CSc2nc(C)cc(C)c2C#N)c(C#N)c1C	0.0	99	92	104	103	97	2	103

One compound at a time, from the list above. Values in the order: Efflux pump mplx | AGP1 TOR yeast | LAP4-GFP MLPCN | Yeast superoxide | RPL19A-GFP yeast | CIT2 TOR yeast | AHR act | MEP2-GFP yeast
CN(C)S(=O)(=O)c1cc(C(=O)NCc2ccccc2)c(Cl)cc1Cl as listed: 0.0 | 99 | 96 | 82 | 97 | 97 | 2 | 102
CC(C(=O)NC(c1ccccc1)c1ccccc1)N1CCOCC1 (stereo not drawn) as listed: -0.2 | 94 | 98 | 96 | 95 | 99 | -1 | 103
COCc1c(C(=O)N/N=C/c2ccco2)nnn1-c1nonc1N as listed: 0.0 | 100 | 102 | 102 | 100 | 105 | 7 | 99
